# From PubChem BioAssay
# CHRM5 PAM = potentiates acetylcholine response at human M5 receptor | P08912 | CHO-K1 hM5, Fluo-8 calcium, ACh EC20 PAM; 0% = ACh EC20, 100% = ACh EC100 | activation, % at 3 µM | hit rate 0.3% among 360,000 | AID 624038;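 active = activation above the run cutoff, the mean activation of all test compounds plus 3 SD, cut at about 18% in these data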
# Target sequence (P08912 whole entry, looked up): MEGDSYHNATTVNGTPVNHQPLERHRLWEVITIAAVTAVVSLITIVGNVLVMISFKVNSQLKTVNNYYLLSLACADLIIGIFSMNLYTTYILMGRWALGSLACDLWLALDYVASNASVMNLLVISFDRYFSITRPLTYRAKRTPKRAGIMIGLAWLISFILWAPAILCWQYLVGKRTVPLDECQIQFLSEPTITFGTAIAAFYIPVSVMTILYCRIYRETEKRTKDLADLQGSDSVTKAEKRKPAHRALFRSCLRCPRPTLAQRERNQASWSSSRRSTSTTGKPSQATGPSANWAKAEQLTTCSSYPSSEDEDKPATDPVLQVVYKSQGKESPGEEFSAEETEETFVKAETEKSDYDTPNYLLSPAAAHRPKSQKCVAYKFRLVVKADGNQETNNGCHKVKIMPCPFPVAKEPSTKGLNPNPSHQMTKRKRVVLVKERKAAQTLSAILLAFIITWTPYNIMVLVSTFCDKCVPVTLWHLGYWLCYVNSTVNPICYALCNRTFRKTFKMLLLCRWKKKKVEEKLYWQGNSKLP
#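 Replicates: One well per compound, no replicates | System: Human M5 receptor in CHO-K1 cells | Benchmarks: Low control EC20 acetylcholine (0%), high control EC100 acetylcholine (100%) | Probe or stimulus: Acetylcholine, EC20 level | Times: Fluo-8 loading 80 min at 37 °C plus 30 min room temperature | Signal: Intracellular calcium via Fluo-8 fluorescence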
# CRFBP-R2 agonist = agonists of human CRF-binding protein/CRF-R2 receptor complex. HEK293 CRF-R2/CRF-BP, calcium dye fluorescence (FLIPR); percent of saturating CRF peptide response. activation, % at 13.2 µM. hit rate 0.46% among 350,000. AID 588473;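 active = activation of at least 50%, plus an integration ratio under a set limit after plate pattern correction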;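 note: plate controls were neutral control wells without compound for no effect and CRF at EC100 for full effect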
# CHRM5 antagonist = antagonists of human muscarinic M5 receptor (CHRM5); CHO-hM5 cells, Fluo-8 calcium fluorescence, ACh EC80; P08912; hit rate 0.59% among 360,000; inhibition, % at 3 µM; AID 624040;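 active = inhibition above a per-plate cutoff, the mean of that plate's test compounds plus 3 SD, cut at about 27% in these data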;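 note: 0% = acetylcholine EC80 with DMSO and 100% = DMSO without agonist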
# TAAR1 agonist = human TAAR1 agonism; Q96RJ0; CHO RD-HGA16 TAAR1, Fluo-8 calcium fluorescence; vehicle wells 0%, saturating PEA agonist 100%; activation, % at 3 µM; hit rate 0.99% among 360,000; AID 624467;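 active = activation above the mean activation of all test compounds in the run plus 3 SD, cut at about 38% in these data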
#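 test system = CHO RD-HGA16 cells carrying human TAAR1 plus Gα16 | schedule = 17-24 h seeding, 75 min 37 °C dye, 30 min RT | compound dosing = 3 µM single concentration | control set = DMSO and PEA EC100 | replicates = n 1 | signal = Fluo-8 fluorescence, 5 s baseline then 140 s kinetic read | measure = percent activation vs PEA EC100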
# CHO-K1 Ca PAM = nonselective activator or artifact in parental CHO-K1 calcium assay; hit rate 0.02% among 360,000; AID 602247; activation, % at 3 µM; ATP EC20, Fluo-8 calcium fluorescence; 0% at ATP EC20, 100% at ATP max;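 active = activation above the run cutoff, the mean activation of all test compounds plus 3 SD, cut at about 40% in these data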;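 note: peak over basal fluorescence ratio in a 140 s read after ATP addition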
# CHRM5 agonist = agonists of human muscarinic M5 receptor (CHRM5); P08912; CHO-K1 hM5 cells, Fluo-8 calcium fluorescence; 0% DMSO wells, 100% maximal acetylcholine response; activation, % at 3 µM; hit rate 0.19% among 360,000;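 active = activation above the run's mean over test compounds plus 3 SD, cut at about 23% in these data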;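 note: signal is peak over basal fluorescence ratio across the kinetic read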
# TAAR1 antagonist = antagonists of human TAAR1 | Q96RJ0 | hit rate 1.5% among 360,000 | CHO RD-HGA16 TAAR1, Fluo-8 calcium fluorescence, antagonist | inhibition, % at 3 µM | AID 624466;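 active = inhibition above a per-plate cutoff, the mean inhibition of test compounds on that plate plus 3 SD, cut at about 49% in these data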;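 note: 0% = DMSO plus EC80 beta-PEA response and 100% = DMSO alone without agonist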
#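 System: RD-HGA16 CHO cells with stable hTAAR1 and Gα16 | Probe or stimulus: EC80 β-phenethylamine stimulus | Dosing: 3 µM, single point | Times: Dye loading 75 min at 37 °C, then 30 min room temperature | Measured by: Fluo-8 calcium-sensitive fluorescence | Read-out basis: % inhibition of agonist calcium response | Replicates: n of 1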
# CHRM4 PAM = CHRM4 positive allosteric modulation; CHO-K1 hM4/Gqi5, Fluo-8 calcium fluorescence, ACh EC20; 0% = ACh EC20, 100% = maximal ACh; hit rate 0.4% among 360,000; P08173; activation, % at 3 µM;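 active = activation above its plate's cutoff, the mean activation of sample wells plus 3 SD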; note: some results filed as inactive read as strong as hits
# Target sequence (P08173 whole entry, looked up): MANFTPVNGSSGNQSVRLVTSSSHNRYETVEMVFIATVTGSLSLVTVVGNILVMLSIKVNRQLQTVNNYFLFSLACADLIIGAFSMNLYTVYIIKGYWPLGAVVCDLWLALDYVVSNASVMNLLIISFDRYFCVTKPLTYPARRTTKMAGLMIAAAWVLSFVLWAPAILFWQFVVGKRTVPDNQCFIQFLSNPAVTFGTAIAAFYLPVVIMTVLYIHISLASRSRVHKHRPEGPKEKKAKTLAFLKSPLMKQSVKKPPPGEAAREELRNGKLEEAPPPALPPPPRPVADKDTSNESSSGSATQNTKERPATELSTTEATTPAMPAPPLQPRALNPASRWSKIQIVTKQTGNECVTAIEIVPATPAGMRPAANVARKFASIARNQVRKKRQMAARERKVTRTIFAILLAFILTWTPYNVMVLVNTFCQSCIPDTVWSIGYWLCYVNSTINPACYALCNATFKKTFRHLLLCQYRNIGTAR
# CRFBP-R2 block = CRF-BP/CRF-R2 complex antagonism. HEK293 CRF-R2/CRF-BP, CRF-induced calcium fluorescence. inhibition, % at 11.8 µM. hit rate 0.59% among 350,000;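 active = inhibition of the ligand-induced calcium signal above about 50% at the single tested concentration, limit read from the data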
# * hit, by the source's call; . = not tested or not shown.
# Values in the order: CHRM5 PAM	CRFBP-R2 agonist	CHRM5 antagonist	TAAR1 agonist	CHO-K1 Ca PAM	CHRM5 agonist	TAAR1 antagonist	CHRM4 PAM	CRFBP-R2 block
1: CC(C)NC(=O)N(C)C[C@H]1Oc2ccc(NS(=O)(=O)c3ccc(F)cc3)cc2C(=O)N([C@H](C)CO)C[C@@H]1C
 : 6	-2.3	6	7	-9	-1	-11	7	6
2: CCOC(=O)c1cc(=O)n2c(nc3ccccc32)[nH]1
 : -3	-2.0	12	3	20	0	11	2	-10
3: Cc1c(Cl)cnc(NC(=O)COC(=O)c2ccncc2)c1Cl
 : 7	1.2	3	-3	6	-2	101*	-4	13
4: O=C(Nc1ccc(Cl)cc1)[C@@H]1[C@@H]2C(=O)N(c3ccc4ccccc4c3)C(=O)[C@@H]2[C@H]2C=CC=NN21
 : 32*	-0.1	20	1	9	-1	3	3	3
5: CN(C(=O)c1ccccc1[N+](=O)[O-])c1ccccc1C(=O)NCc1ccccc1
 : -3	-1.6	14	3	10	-2	-2	7	-10
6: O=C(O)/C=C\c1cccc(-n2cnnn2)c1
 : -1	-1.7	4	-1	18	-1	-2	-5	10
7: Cc1ccc(N(C(=O)c2csnn2)C(C(=O)NC(C)(C)C)c2cccnc2)cc1 (centres undefined)
 : 1	1.1	12	4	13	0	9	-2	-10
8: COCCNC(=O)C1(C)CCCN(Cc2ccc(-c3ccccc3)o2)C1 (centres undefined)
 : -3	.	0	-1	16	0	-1	-1	.
9: O=C(CC1SC(=O)NC1=O)Oc1ccc(/C=N/NC(=O)c2ccccc2O)cc1 (centres undefined)
 : -3	0.3	9	5	18	2	-6	6	4
10: COc1ccc(OCC(=O)NC2CCCCCCC2)cc1
 : -2	-0.7	10	-2	-10	-3	-10	1	5
11: CCCN1CCN(C(=O)c2ccc(S(=O)(=O)N(C)c3ccccc3OC)cc2)CC1
 : -2	-0.9	1	1	13	-2	-5	-3	-7
12: Cc1ccc(S(=O)(=O)Nc2nc3ccccc3nc2NCC2CCCO2)cc1C (centres undefined)
 : 7	-8.9	6	-3	-17	-6	-7	22	-2
13: CCCOc1c(Br)cc(C2C3=C(CCCC3=O)N(C)C3=C2C(=O)CCC3)cc1OC
 : 8	1.6	-9	2	13	4	-4	2	1
14: Cc1[nH]ccc(=O)c1OCc1c(F)cccc1Cl
 : -2	0.3	10	1	-3	-1	-2	-4	0
15: N=c1c2c(ncn1CCCO)Oc1c(ccc3ccccc13)C2c1ccccc1 (centres undefined)
 : -11	0.5	12	1	-2	-1	-1	-2	-10
16: CC(C)(Oc1ccc(Cl)cc1)C(=O)NCC1CCCO1 (centres undefined)
 : 2	0.4	1	4	-13	4	-33	-7	2
17: COc1ccccc1-c1oc2ccccc2c1-c1ccccc1OC
 : -7	-1.1	-1	2	-10	4	-8	8	-1
18: COc1ccc(NC(=O)C[C@H]2C(=O)N(CCc3ccccc3)C[C@@H]2C)cc1
 : -6	-0.5	12	4	-1	2	-19	-2	-7
19: Cc1cc(C(=O)N2CCCC(Nc3ccc(F)cc3)C2)c(C)o1 (centres undefined)
 : 5	-2.8	1	0	-4	2	-10	3	6
20: O=C(Nc1ccc(N2CCCC2)cc1)c1ccc([N+](=O)[O-])cc1Cl
 : -1	-0.6	4	2	10	-3	13	11	3
21: COc1ccccc1NS(=O)(=O)c1cccc(NC(=O)c2sc3ccccc3c2Cl)c1
 : 0	4.0	6	2	8	0	30	-4	-14
22: O=S(=O)(c1ccc(NCc2ccccc2)cc1)N1CCOCC1
 : -2	-11	-6	5	-26	-2	-12	4	-6
23: COc1ccc2oc(-c3ccccc3)c(C(=O)N(C)C)c2c1
 : -1	-1.3	1	1	-17	0	6	4	2
24: CCn1nc(C)c(CN2CCCC(C(=O)c3cccc(OC(C)C)c3)C2)c1C (centres undefined)
 : -5	0.5	4	3	10	-6	0	-18	2
25: COc1cc(C(=S)N2CCOCC2)cc(OC)c1OS(=O)(=O)c1ccc(Cl)cc1
 : -10	1.0	14	0	12	-5	2	-1	4
26: Cn1c(SC2C(=O)CC(C)(C)CC2=O)nnc1-c1ccco1
 : -1	-2.0	6	1	10	0	-21	1	11
27: NNC(=O)CN1C(=O)Nc2ccc(Cl)cc2C1c1ccccc1 (centres undefined)
 : 2	-4.6	4	4	4	-7	-10	-16	-17
28: CCO[C@@H]1c2c(ccc3ccc(=O)oc23)OC(C)(C)[C@@H]1O
 : 0	-0.7	5	1	12	4	0	8	-2
29: CC(Nc1nc(-c2cccc(Br)c2)cs1)c1nc2cc(Cl)c(N3CCCCC3)cc2n1CCOCCO (centres undefined)
 : 3	-0.2	7	12	22	-1	-16	13	-10
30: CC(=O)Nc1ccc(NC(=O)C(C)NC(C)c2cccc3ccccc23)cc1 (centres undefined)
 : -1	-0.5	22	1	-30	-3	-16	-7	-4

# Following part:
# Values in the order: CHRM5 PAM	CRFBP-R2 agonist	CHRM5 antagonist	TAAR1 agonist	CHO-K1 Ca PAM	CHRM5 agonist	TAAR1 antagonist	CHRM4 PAM	CRFBP-R2 block
31: CCN(CC(=O)Nc1c(F)cccc1F)C(=O)C1CC(=O)N(c2ccc3c(c2)OCCO3)C1 (centres undefined)
 : -5	0.3	6	0	0	-1	-30	-1	-9
32: Cc1ccc(C(=O)N/N=C\c2ccc(-c3ccc(Cl)c(Cl)c3)o2)cn1
 : 9	-0.6	2	16	18	1	32	3	-7
33: COc1ccc(CN2C(=O)C(CC(=O)NCc3ccco3)CC(C(=O)N3CCOCC3)=C2C)cc1 (centres undefined)
 : -2	0.1	0	0	0	2	-7	11	-10
34: COc1ccc(C(=O)N2CCCC(c3nc(-c4cccs4)no3)C2)cc1 (centres undefined)
 : -5	-0.9	1	6	3	1	-2	-2	2
35: O=C(NNC(=O)C1CCCCC1)c1ccc(Br)cc1
 : -7	0.6	10	1	13	-3	14	-4	12
36: CCOc1ccc(S(=O)(=O)NC(C)C(=O)NCc2cccnc2)cc1 (centres undefined)
 : -2	-1.1	-4	-3	3	-3	8	9	11
37: O=C(COC(=O)c1cc(Cl)ccc1O)Nc1ccc2c(c1)OCCO2
 : -12	0.8	4	33	-10	-1	19	0	0
38: CC1(C)CC(=O)C=C(c2ccc(COC(=O)/C=C/c3ccccc3)cc2)C1=O
 : -1	0.5	5	0	6	1	20	-1	3
39: COc1ccc(CCNC(=O)CSc2nc(C)nc3c2c(=O)n(C)c(=O)n3C)cc1OC
 : -4	-7.0	-5	0	22	2	2	7	39
40: Cc1cc(C)cc(C(=O)NCC(=O)N2CCN(C(c3ccccc3)c3ccccc3)CC2)c1
 : -4	1.2	6	2	8	-5	16	-5	5
41: O=C(CSc1nnc(-c2ccncc2)n1Cc1ccco1)OC1CCCCC1
 : -2	1.4	-4	.	-7	3	.	-4	1
42: COc1ccc(N2C(N)=C(C#N)C(c3cccnc3)C3=C2CC(C)(C)CC3=O)cc1 (centres undefined)
 : 1	1.1	-5	9	7	0	5	6	-15
43: Cc1cc(C)n2nc(SCCOc3ccc(F)cc3)nc2n1
 : -8	0.6	-10	6	17	-2	3	-3	-17
44: NC(=O)c1cccc(Nc2nc(C(N)Cc3ccc(C(F)(F)F)cc3)cs2)n1 (centres undefined)
 : 0	.	8	12	10	0	-17	-3	.
45: CC1CC(N(C(=O)c2ccco2)c2ccccc2)c2ccccc2N1C(=O)c1ccco1 (centres undefined)
 : 10	-5.8	-8	2	29	0	0	7	19
46: CSc1nnc(-c2ccc(NC(=O)CCc3ccccc3)cc2)n1C
 : 0	-2.5	4	5	-4	-1	-4	15	-1
47: Cc1c(C(=O)N(C)CCCCN2CCOCC2)oc2c(F)cccc12
 : -3	0.3	3	2	7	-1	3	-7	18
48: O=C(Nc1ccc(S(=O)(=O)N2CCCCC2)cc1)C1CC(=O)N(Cc2ccccc2)C1 (centres undefined)
 : -1	0.3	7	1	4	0	-11	6	-2

# Looked up by structure from the entries so far (two):
# Values in the order: CHRM5 PAM	CRFBP-R2 agonist	CHRM5 antagonist	TAAR1 agonist	CHO-K1 Ca PAM	CHRM5 agonist	TAAR1 antagonist	CHRM4 PAM	CRFBP-R2 block
37: O=C(COC(=O)c1cc(Cl)ccc1O)Nc1ccc2c(c1)OCCO2
 : -12	0.8	4	33	-10	-1	19	0	0
35: O=C(NNC(=O)C1CCCCC1)c1ccc(Br)cc1
 : -7	0.6	10	1	13	-3	14	-4	12

# Compounds above that have an aryl methoxy group (12):
# Values in the order: CHRM5 PAM	CRFBP-R2 agonist	CHRM5 antagonist	TAAR1 agonist	CHO-K1 Ca PAM	CHRM5 agonist	TAAR1 antagonist	CHRM4 PAM	CRFBP-R2 block
10: COc1ccc(OCC(=O)NC2CCCCCCC2)cc1
 : -2	-0.7	10	-2	-10	-3	-10	1	5
11: CCCN1CCN(C(=O)c2ccc(S(=O)(=O)N(C)c3ccccc3OC)cc2)CC1
 : -2	-0.9	1	1	13	-2	-5	-3	-7
13: CCCOc1c(Br)cc(C2C3=C(CCCC3=O)N(C)C3=C2C(=O)CCC3)cc1OC
 : 8	1.6	-9	2	13	4	-4	2	1
17: COc1ccccc1-c1oc2ccccc2c1-c1ccccc1OC
 : -7	-1.1	-1	2	-10	4	-8	8	-1
18: COc1ccc(NC(=O)C[C@H]2C(=O)N(CCc3ccccc3)C[C@@H]2C)cc1
 : -6	-0.5	12	4	-1	2	-19	-2	-7
21: COc1ccccc1NS(=O)(=O)c1cccc(NC(=O)c2sc3ccccc3c2Cl)c1
 : 0	4.0	6	2	8	0	30	-4	-14
23: COc1ccc2oc(-c3ccccc3)c(C(=O)N(C)C)c2c1
 : -1	-1.3	1	1	-17	0	6	4	2
25: COc1cc(C(=S)N2CCOCC2)cc(OC)c1OS(=O)(=O)c1ccc(Cl)cc1
 : -10	1.0	14	0	12	-5	2	-1	4
33: COc1ccc(CN2C(=O)C(CC(=O)NCc3ccco3)CC(C(=O)N3CCOCC3)=C2C)cc1 (centres undefined)
 : -2	0.1	0	0	0	2	-7	11	-10
34: COc1ccc(C(=O)N2CCCC(c3nc(-c4cccs4)no3)C2)cc1 (centres undefined)
 : -5	-0.9	1	6	3	1	-2	-2	2
39: COc1ccc(CCNC(=O)CSc2nc(C)nc3c2c(=O)n(C)c(=O)n3C)cc1OC
 : -4	-7.0	-5	0	22	2	2	7	39
42: COc1ccc(N2C(N)=C(C#N)C(c3cccnc3)C3=C2CC(C)(C)CC3=O)cc1 (centres undefined)
 : 1	1.1	-5	9	7	0	5	6	-15
